Bioassay records: PubChem BioAssay, several laboratories
MEKK3 PB1 HTS – MEKK3-MEK5 PB1 interaction, increase or decrease; binding response (% of control), % at 10 µM; bead-based flow cytometry, Alexa488-MEK5 binding to MEKK3; actives lie on both sides; 0 = blocked by unlabeled MEK5, 100 = vehicle; AID 1529; Q99759; 290,000 compounds, 1.4% hits;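 active means binding response more than 3 SD above or below the average of its plate-row segment, actives on both sides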;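 further: Alexa488 bead fluorescence after subtracting the streptavidin-only scavenger bead signal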
GPR7 antagonist – human neuropeptides B/W receptor 1 antagonism. P48145. inhibition, % at 4.4 µM. 290,000 compounds, 1.1% hits. GPR7-expressing cells, fluorescence antagonist assay; in the data active means inhibition above about 16%, passing the limit was not always enough;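 further: cells stimulated with the agonist NPW; 0% = agonist with vehicle and 100% = vehicle without agonist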
Target sequence (P48145 whole entry, looked up): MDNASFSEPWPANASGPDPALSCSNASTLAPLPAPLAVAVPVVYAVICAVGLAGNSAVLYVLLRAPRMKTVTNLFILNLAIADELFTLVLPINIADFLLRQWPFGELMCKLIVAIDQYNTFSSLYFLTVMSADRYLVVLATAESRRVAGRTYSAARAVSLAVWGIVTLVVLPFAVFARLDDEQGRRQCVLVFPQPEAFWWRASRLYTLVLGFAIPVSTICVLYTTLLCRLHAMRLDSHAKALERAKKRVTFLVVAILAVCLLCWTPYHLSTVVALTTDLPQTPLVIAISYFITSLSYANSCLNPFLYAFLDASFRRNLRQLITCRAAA
PHOSPHO1 inh – inhibitors of human PHOSPHO1 phosphatase; recombinant PHOSPHO1, absorbance phosphatase assay; 290,000 compounds, 1.1% hits; inhibition, % at 13.3 µM; in the data active means inhibition above about 60%
Target sequence (Q8TCT1 whole entry, looked up): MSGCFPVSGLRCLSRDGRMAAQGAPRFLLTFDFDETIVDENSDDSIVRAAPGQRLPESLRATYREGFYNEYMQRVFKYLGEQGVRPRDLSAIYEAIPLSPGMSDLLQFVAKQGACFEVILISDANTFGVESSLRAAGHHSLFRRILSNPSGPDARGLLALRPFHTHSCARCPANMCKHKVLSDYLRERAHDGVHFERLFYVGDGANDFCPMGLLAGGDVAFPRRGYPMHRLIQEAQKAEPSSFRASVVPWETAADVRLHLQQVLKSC
DNA FID counter – counter-screen for HCV NS3 helicase inhibitors: DNA intercalator displacement; DNA fluorescent intercalator displacement, fluorescence; inhibition, % at 7.9 µM; 290,000 compounds, 0.17% hits; in the data active means inhibition above about 37%;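 further: 0% = vehicle and 100% = reference compound; higher means more ethidium bromide displaced from hairpin DNA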
PfM18AAP inh – blocks P. falciparum M18 aspartyl aminopeptidase; inhibition, % at 7.35 µM; AID 1822; 290,000 compounds, 1.2% hits; recombinant PfM18AAP, H-Glu-NHMec fluorogenic cleavage;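 active means inhibition above the campaign mean inhibition over all tested compounds plus 3 SD, cut at about 28% in these data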;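 further: 0% = plate median of test compound wells and 100% = 2 mM ZnCl2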
MEKK2wt PB1 HTS – raises or lowers MEK5 binding to wildtype human MEKK2 PB1 domain | Q9Y2U5 | bead flow cytometry, Alexa488-MEK5 binding to MEKK2 WT; actives lie on both sides | binding response (% of control), % at 10 µM | 290,000 compounds, 1.1% hits | AID 1531; in the data active means binding response below about 67% or above about 130%
MEKK2 mut-MEK5 – signal of MEK5 binding to mutant human MEKK2 PB1 domain; 290,000 compounds, 0.35% hits; AID 1530; bead flow cytometry, Alexa488-MEK5 binding to MEKK2 mutant; percent response, % at 10 µM; in the data active means percent response above about 24%, passing the limit was not always enough; further: inactives centre near 1; some results filed as inactive read as strong as hits; reference of the scale not given here
OXTR ag – agonists of human oxytocin receptor | CHO-OTR cells, Fluo-8 calcium fluorescence; normalized: DMSO 0%, oxytocin 100% | activation, % at 3 µM | 320,000 compounds, 0.32% hits | AID 2435 | P30559;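 active means activation above the mean of all tested compounds plus 3 SD, cutoff set per screening run, cut at about 20% in these data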;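 further: peak over basal fluorescence ratio from a 100 s FLIPR kinetic read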
Target sequence (P30559 whole entry, looked up): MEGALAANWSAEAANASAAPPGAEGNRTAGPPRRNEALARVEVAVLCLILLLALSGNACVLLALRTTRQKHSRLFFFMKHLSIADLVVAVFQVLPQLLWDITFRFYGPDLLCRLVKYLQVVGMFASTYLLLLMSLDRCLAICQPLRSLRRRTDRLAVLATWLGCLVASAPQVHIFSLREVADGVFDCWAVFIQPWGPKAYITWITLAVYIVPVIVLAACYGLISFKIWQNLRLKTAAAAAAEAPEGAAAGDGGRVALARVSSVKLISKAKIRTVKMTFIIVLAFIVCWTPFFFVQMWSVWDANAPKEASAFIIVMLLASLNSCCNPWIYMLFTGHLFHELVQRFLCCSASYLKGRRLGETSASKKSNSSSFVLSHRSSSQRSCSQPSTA
NALP1 inh – blocks the NALP1 inflammasome reconstituted in yeast; S. cerevisiae NALP1/ASC/caspase-1 growth, X-gal OD620, 72 h; 280,000 compounds, 0.61% hits; inhibition, % at 10 µM; in the data active means inhibition mostly above about 24%, no sharp cut-off; inactive means mostly below about 32%; further: some compounds called inactive have numbers as strong as hits
Numbers without * were called inactive; x = not tested or not shown. Rows were taken by chance; overall some 6.2% were active at least once.

SMILES | MEKK3 PB1 HTS | GPR7 antagonist | PHOSPHO1 inh | DNA FID counter | PfM18AAP inh | MEKK2wt PB1 HTS | MEKK2 mut-MEK5 | OXTR ag | NALP1 inh
CCOC(NC(=O)c1ccccc1)C(NC(=O)c1ccccc1)OCC (stereo not given) | 102 | -20 | 11 | -2 | -2 | 103 | -1 | 0.0 | 3
O=C(CCC1CCCCC1)Nc1ccc(C(=O)c2ccncc2)cc1 | 122 | 2 | 48 | -4 | 3 | 111 | -3 | 3.4 | -18
O=C(Nc1ccc2c(c1)OCO2)C1CCCN1C(=O)NCc1ccccc1 (stereo not given) | 103 | 4 | 3 | -1 | 1 | 106 | 3 | -1.6 | -8
COc1ccc(OCC(=O)Nc2nc3ccccc3[nH]2)cc1 | 106 | 2 | -16 | -5 | -4 | 109 | 15 | -0.7 | -18
COc1cc(-c2cc(C(=O)NN3CCN(C)CC3)c3ccccc3n2)cc(OC)c1OC | 98 | 9 | -1 | 24 | 6 | 100 | -3 | -0.7 | 14
O=C(O)c1ccc(/C=N\Nc2ccc(S(=O)(=O)N3CCOCC3)cc2[N+](=O)[O-])cc1 | 100 | -2 | 33 | -5 | -1 | 101 | 1 | 1.7 | -15
COc1ccc2c(c1)c(CCNNC(=O)C(C)(C)C)c(C)n2C(=O)c1ccc(Cl)cc1 | 103 | x | x | x | x | 101 | 5 | -1.5 | x
CCOc1ccc(CCNC(=O)CCS(=O)(=O)c2ccc(Cl)cc2)cc1OCC | 106 | -8 | 25 | -45 | 3 | 113 | 13 | -0.4 | 3
Cc1ccc(/C=N\NC(=O)Cn2nnc3ccccc32)o1 | 74 | 9 | 3 | -6 | 17 | 78 | -6 | 0.3 | 5
COC(=O)Nc1ccc(S(=O)(=O)N2CCCC(C(=O)Nc3cccnc3)C2)cc1 (stereo not given) | 100 | -4 | 9 | -3 | -3 | 97 | -2 | 0.0 | -5
COc1ccc(S(=O)(=O)N(C)C)cc1NC(=O)CCNC(=O)c1ccco1 | 100 | -6 | 35 | -5 | 1 | 99 | -1 | 1.3 | 6
Cc1ccc(-c2nnc(CSc3nc(C(C)C)nc4sc(C)c(C)c34)o2)cc1 | 106 | -9 | -22 | -2 | 1 | 114 | 6 | -0.1 | -141
COc1cccc(CNC(=O)C(NS(=O)(=O)c2ccc3c(c2)CCN3C(C)=O)C(C)C)c1 (stereo not given) | 104 | 2 | 36 | -11 | -20 | 101 | -1 | -0.6 | 24
Cc1ccc(-n2ncc3c(=O)n(CC#N)cnc32)cc1 | 96 | -3 | 5 | -1 | -2 | 104 | 1 | 0.0 | 10
N#Cc1cccc(-c2cn(S(=O)(=O)c3ccc(Cl)cc3)nc2N)c1 | 98 | -4 | 39 | 0 | 3 | 99 | -3 | 5.3 | 14
O=S(=O)(c1ccc(Br)c2ccccc12)N1CCCC1 | 103 | -1 | x | -16 | -2 | 105 | 0 | -1.9 | 9
O=C(c1cnn2ccccc12)N(Cc1ccco1)C1CCCC1 | 102 | 5 | -15 | -19 | 1 | 105 | -1 | -0.9 | -14
COc1cccc(C(=O)Nc2ccc(NC(=O)C3CCCCC3C(=O)O)cc2)c1 (stereo not given) | 100 | -13 | 18 | -41 | -1 | 103 | 5 | -0.3 | 11
CCOCCCN(C(=O)c1snc(C(N)=O)c1N)C(C(=O)NC1CCCC1)c1ccc(O)c(OC)c1 (stereo not given) | 95 | 7 | 44 | -9 | -3 | 89 | -5 | 0.2 | 22
CCN1CCCC1CNC(=O)c1cn(C)c2ccc(S(=O)(=O)N3CCCCCC3)cc2c1=O (stereo not given) | 101 | -9 | 0 | 12 | 2 | 102 | 6 | x | 4
O=C(CSc1cnc2ccccc2n1)NC1CCCC1 | 96 | -1 | 7 | -7 | -20 | 98 | -6 | 0.3 | -7
Cc1cc(C)c(S(=O)(=O)NCc2cn3c(C)csc3n2)cc1C | 96 | -1 | 27 | 1 | -5 | 97 | -4 | 0.2 | 14
Cc1cc(C(=O)Nc2ccccc2Cl)n(-c2ccccc2)n1 | 102 | -1 | 23 | -8 | -4 | 102 | 4 | -2.0 | 17
CCc1ccc(NS(=O)(=O)c2cccs2)cc1 | 114 | -6 | 58 | 0 | -1 | 88 | 39* | -0.6 | -1
CCn1cc(C(=O)N(C)CC(OC)OC)c(=O)c2cc(S(=O)(=O)N3CCOCC3)ccc21 | 103 | -3 | -6 | -10 | 2 | 109 | 7 | 0.4 | 15
CCC(C)C(=O)Nc1ccc(OC)cc1OC (stereo not given) | 96 | -6 | 0 | 1 | 1 | 99 | -1 | -0.3 | 8
CC(=O)Oc1cccc2c1C(=O)c1c(OC(C)=O)cc(C(=O)O)cc1C2=O | 85 | -8 | 26 | 3 | 10 | 95 | 2 | -0.4 | 39
COc1ccc(C(=O)Oc2cc(C)[nH]c(=O)c2[N+](=O)[O-])c(OC)c1 | 106 | -13 | -6 | 0 | 5 | 105 | 2 | 1.8 | 13
N#Cc1cc(-c2ccccc2)cnc1Sc1ccccc1 | 106 | 3 | 32 | 2 | -10 | 103 | 2 | 0.0 | 24
COc1ccc(CCN=C(N)NS(=O)(=O)c2ccc(OC)cc2)cc1 | 104 | -5 | -34 | -10 | -7 | 109 | 3 | -0.9 | 13

Some of these compounds in order of SMILES length, highest first.
SMILES | MEKK3 PB1 HTS | GPR7 antagonist | PHOSPHO1 inh | DNA FID counter | PfM18AAP inh | MEKK2wt PB1 HTS | MEKK2 mut-MEK5 | OXTR ag | NALP1 inh
CCOCCCN(C(=O)c1snc(C(N)=O)c1N)C(C(=O)NC1CCCC1)c1ccc(O)c(OC)c1 (stereo not given) | 95 | 7 | 44 | -9 | -3 | 89 | -5 | 0.2 | 22
CCn1cc(C(=O)N(C)CC(OC)OC)c(=O)c2cc(S(=O)(=O)N3CCOCC3)ccc21 | 103 | -3 | -6 | -10 | 2 | 109 | 7 | 0.4 | 15
CCN1CCCC1CNC(=O)c1cn(C)c2ccc(S(=O)(=O)N3CCCCCC3)cc2c1=O (stereo not given) | 101 | -9 | 0 | 12 | 2 | 102 | 6 | x | 4
COc1ccc(C(=O)Oc2cc(C)[nH]c(=O)c2[N+](=O)[O-])c(OC)c1 | 106 | -13 | -6 | 0 | 5 | 105 | 2 | 1.8 | 13
CC(=O)Oc1cccc2c1C(=O)c1c(OC(C)=O)cc(C(=O)O)cc1C2=O | 85 | -8 | 26 | 3 | 10 | 95 | 2 | -0.4 | 39
N#Cc1cccc(-c2cn(S(=O)(=O)c3ccc(Cl)cc3)nc2N)c1 | 98 | -4 | 39 | 0 | 3 | 99 | -3 | 5.3 | 14
COc1ccc(CCN=C(N)NS(=O)(=O)c2ccc(OC)cc2)cc1 | 104 | -5 | -34 | -10 | -7 | 109 | 3 | -0.9 | 13
Cc1cc(C)c(S(=O)(=O)NCc2cn3c(C)csc3n2)cc1C | 96 | -1 | 27 | 1 | -5 | 97 | -4 | 0.2 | 14
O=C(c1cnn2ccccc12)N(Cc1ccco1)C1CCCC1 | 102 | 5 | -15 | -19 | 1 | 105 | -1 | -0.9 | -14
Cc1ccc(-n2ncc3c(=O)n(CC#N)cnc32)cc1 | 96 | -3 | 5 | -1 | -2 | 104 | 1 | 0.0 | 10
O=S(=O)(c1ccc(Br)c2ccccc12)N1CCCC1 | 103 | -1 | x | -16 | -2 | 105 | 0 | -1.9 | 9
N#Cc1cc(-c2ccccc2)cnc1Sc1ccccc1 | 106 | 3 | 32 | 2 | -10 | 103 | 2 | 0.0 | 24
CCc1ccc(NS(=O)(=O)c2cccs2)cc1 | 114 | -6 | 58 | 0 | -1 | 88 | 39* | -0.6 | -1
CCC(C)C(=O)Nc1ccc(OC)cc1OC (stereo not given) | 96 | -6 | 0 | 1 | 1 | 99 | -1 | -0.3 | 8

(continued)
SMILES | MEKK3 PB1 HTS | GPR7 antagonist | PHOSPHO1 inh | DNA FID counter | PfM18AAP inh | MEKK2wt PB1 HTS | MEKK2 mut-MEK5 | OXTR ag | NALP1 inh
N#Cc1c(-c2ccccc2)nc(SCc2nc(N)nc(N3CCCCC3)n2)[nH]c1=O | 98 | -12 | 16 | -33 | -14 | 97 | -1 | 0.6 | 5
O=C(N/N=C/c1c[nH]c2ccccc12)c1cc(-c2ccccc2)n[nH]1 | 102 | 4 | 18 | -1 | -4 | 103 | -2 | 0.9 | 10
CC/C(C)=N\Nc1nc(-c2cc3cc(OC)ccc3oc2=O)cs1 | 94 | -4 | -12 | -4 | 3 | 96 | -2 | -2.2 | x
COc1ccccc1C1CC(c2c(-c3ccccc3)c3cc(Cl)ccc3[nH]c2=O)=NN1S(C)(=O)=O (stereo not given) | 104 | -2 | 12 | -13 | -1 | 92 | 0 | -0.4 | 9
Cc1ccc(NC2CC(=O)N(Cc3ccccc3)C2=O)cc1 (stereo not given) | 81 | -10 | -1 | -11 | 1 | 89 | 0 | -0.5 | 17
Cn1c(=O)c2cn(-c3ccc4c(c3)OCCO4)cc2n(C)c1=O | 100 | -15 | -3 | -6 | 4 | 100 | -4 | -2.1 | 3
O=C(CSCc1ccc([N+](=O)[O-])cc1)Nc1ccc(S(=O)(=O)N2CCCCCC2)cc1 | 103 | 1 | -4 | -1 | -6 | 105 | 8 | 18 | 30
CCn1cc(S(=O)(=O)c2ccccc2)c(=O)c2cc(F)c(N3CCN(C)CC3)cc21 | 101 | -9 | 26 | 4 | -7 | 106 | 3 | 0.8 | 35
COc1ccccc1C(=O)N/C(=C/c1ccc2c(c1)OCO2)C(=O)Nc1cccc(C(=O)O)c1 | 101 | -6 | 20 | -34 | 1 | 103 | 6 | -0.1 | 3
Cc1ccc(C)c(N2CCN(C(=O)c3ccc(Cn4c(=S)[nH]c5ccc(N6CCOCC6)cc5c4=O)cc3)CC2)c1 | 113 | -13 | -5 | -15 | 5 | 99 | -1 | -1.0 | -31
O=C(COC(=O)c1cccc([N+](=O)[O-])c1)c1ccc(OCc2ccccc2)cc1 | 96 | 3 | 5 | 1 | -8 | 100 | -1 | 4.4 | 17
C=CCOC(=O)CSCC(NC(=O)OC(C)(C)C)C(=O)OCC (stereo not given) | 106 | 1 | 18 | -16 | -4 | 98 | 4 | 0.3 | -10
CC(C)(C)NC(=O)/C=C/c1cccc(C(F)(F)F)c1 | 96 | -7 | 5 | -2 | 1 | 93 | -2 | -1.5 | 17
CCn1cc(C(=O)OCC(=O)c2cc(C)n(-c3cccc(C(F)(F)F)c3)c2C)c(=O)c2ccc(C)nc21 | 103 | 2 | -1 | -20 | 5 | 96 | 12 | -2.0 | -2
c1ccc(Cc2ccc(OCCN3CCOCC3)cc2)cc1 | 105 | 1 | 36 | -1 | -15 | 108 | 1 | 2.2 | 28
Cc1ccc(S(=O)(=O)CC(=O)N2CCCCCC2)cc1 | 99 | -3 | 7 | -3 | 0 | 100 | 1 | -1.0 | 36
CCOc1ccc(Nc2nc3c(c(=O)[nH]2)CCC3)cc1 | 100 | -18 | 1 | -2 | 3 | 98 | 0 | -1.4 | 8
COc1cccc(C2CCCCN(C)C2=O)c1 (stereo not given) | 92 | -2 | 25 | -3 | -8 | 98 | -9 | -0.6 | 8
CC(=O)NS(=O)(=O)c1ccc(NC(=O)/C=C/c2cn(-c3ccccc3)nc2-c2ccccc2)cc1 | 96 | -4 | 9 | -18 | -1 | 91 | -6 | 0.7 | 3
O=c1c(C=Nc2cccc(C(F)(F)F)c2)c[nH]n1-c1cccc(Cl)n1 | 98 | 11 | 10 | 6 | 12 | 98 | 2 | 0.1 | 2
COCCCn1c(SCC(=O)c2ccccc2)nc2ccccc2c1=O | 99 | -12 | 30 | -19 | 1 | 103 | 2 | -1.3 | -14
